Screening data as filed in PubChem BioAssay.
CSN deneddyl inh: inhibitors of CSN-mediated cullin deneddylation, primary screen, biochemical, fluorescence polarization, uHTS; COP9 signalosome complex subunit 5 (Homo sapiens), Q92905; Purified CSN, SCF-Nedd8-OG deneddylation; inhibition, % at 12.5 µM; 0.38% of 360,000 active;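 active = pattern-corrected inhibition above about 35%, with an unprinted fluorescence ratio check between 0.5 and 1.5, limit read from the data, passing the limit was not always enough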;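 note: 0% = enzyme with substrate and 100% = substrate without enzyme; some results filed as inactive read as strong as hits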
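Assay system: Purified human Csn5 enzyme expressed in HEK293T cells | Amount: Enzyme 0.24 nM | Measured by: Fluorescence polarization readout | Medium: Tris/NaCl/DTT buffer, pH 7.5 | Compound dosing: One concentration, 12.5 µM, 0.25% DMSO | Times: 90 min incubation of compound, enzyme and substrate at room temperature | Control set: no-enzyme wells high, enzyme-with-substrate wells low | Read-out: % inhibition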
NadD inh: inhibitors of S. aureus NadD, primary screen, biochemical, colorimetric, uHTS. inhibition, % at 20 µM. purified NadD enzyme, colorimetric absorbance read-out. 0.78% of 360,000 active. AID 602399, 2012. Nicotinate-nucleotide adenylyltransferase NadD (Staphylococcus aureus N315); in the data active = inhibition above about 26%; note: some compounds past the cut are filed as inactive
Rpn11 inh: Rpn11 (PSMD14) deubiquitinase inhibitors, primary screen, biochemical, fluorescence polarization, uHTS; 26S proteasome non-ATPase regulatory subunit 14 (Homo sapiens), O00487; human 26S proteasome, Ub4-pepOG fluorescence polarization; 20S core pre-blocked with epoxomicin; calls only at 20 µM; 0.59% of 360,000 active;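 active = inhibition at 20 µM, scaled to each plate's controls, above about 33%, limit read from the data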
MLLE-PAM2 inh: inhibitors of PABP1 MLLE–PAM2 peptide binding, primary screen, biochemical, fluorescence polarization, FITC-PAM2, GST-MLLE; Polyadenylate-binding protein 1 (Homo sapiens), P11940; inhibition, % at 20 µM; 0.36% of 360,000 active; AID 588489, 2011; in the data active = inhibition above about 35%, passing the limit was not always enough;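 note: plate controls were DMSO wells with GST-MLLE for no effect and wells lacking GST-MLLE protein for full effect; some results filed as inactive read as strong as hits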
Target sequence (P11940 whole entry, looked up): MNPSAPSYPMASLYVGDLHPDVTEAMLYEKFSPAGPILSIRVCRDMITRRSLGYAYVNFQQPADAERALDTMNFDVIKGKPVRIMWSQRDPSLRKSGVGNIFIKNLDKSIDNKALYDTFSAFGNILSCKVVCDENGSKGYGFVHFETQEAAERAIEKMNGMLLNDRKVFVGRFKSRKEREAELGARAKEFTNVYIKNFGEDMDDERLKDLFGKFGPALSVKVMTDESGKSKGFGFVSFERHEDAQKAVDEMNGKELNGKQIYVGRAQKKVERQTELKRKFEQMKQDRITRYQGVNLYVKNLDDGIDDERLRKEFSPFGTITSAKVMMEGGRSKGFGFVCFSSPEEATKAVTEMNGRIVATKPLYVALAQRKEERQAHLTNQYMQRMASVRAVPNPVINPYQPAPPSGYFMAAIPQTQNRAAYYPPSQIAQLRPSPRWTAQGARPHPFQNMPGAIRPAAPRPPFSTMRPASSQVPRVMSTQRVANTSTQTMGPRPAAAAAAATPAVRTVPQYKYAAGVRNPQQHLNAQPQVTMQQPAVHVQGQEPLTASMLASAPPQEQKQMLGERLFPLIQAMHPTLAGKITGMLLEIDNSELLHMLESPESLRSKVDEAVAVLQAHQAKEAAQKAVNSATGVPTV
TbMetRS inhib: T. brucei MetRS inhibitors, primary screen, biochemical, luminescence. methionyl-tRNA synthetase (Trypanosoma brucei brucei). purified T. brucei MetRS, ATP depletion, Kinase-Glo luminescence. inhibition, % at 11.9 µM. 0.4% of 360,000 active. AID 624268, 2012;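 active = inhibition above a per-plate cutoff of the control wells' mean inhibition plus 3 SD, cut at about 5.5% in these data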;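 note: 0% = DMSO wells median and 100% = median of wells with control inhibitor compound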
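technique = Kinase-Glo luminescence, ATP depletion format | system = purified MetRS (methionyl-tRNA synthetase) enzyme from Trypanosoma brucei | timing = 15 min preincubation, 2 h reaction, all 25 °C | evaluation = percent inhibition versus plate control medians | dosing = single dose, 11.9 µM final nominal, 0.9% final DMSO | also added = substrates ATP, L-methionine and bulk Escherichia coli tRNA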
LMPTP block: LMPTP phosphatase inhibitors, primary screen, biochemical, fluorescence intensity, uHTS; AID 651560, 2012; recombinant LMPTP-A, OMFP fluorogenic substrate; Low molecular weight phosphotyrosine protein phosphatase (Homo sapiens), P24666; 0.22% of 360,000 active; inhibition, % at 20 µM;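 active = compounds that cut the enzyme signal by at least half of the control window in the single-dose screen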;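 note: plate controls were DMSO wells with enzyme plus substrate for no effect and substrate without enzyme for full effect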
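Test system – LMPTP-A phosphatase enzyme · Quantity – 0.625 nM LMPTP-A final · Reagent – OMFP substrate, 400 µM final · Dosing – one test concentration per compound, 20 µM, with 3% DMSO overall · Timing – 50 min enzyme reaction at room temperature, protected from light · Detection – fluorescence intensity · Controls – substrate-only low control, DMSO enzyme-plus-substrate high control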
STEP block: STEP phosphatase inhibitors, primary screen, biochemical, fluorescence intensity, uHTS; recombinant STEP, OMFP fluorogenic substrate; inhibition, % at 20 µM; 0.25% of 360,000 active; Tyrosine-protein phosphatase non-receptor type 5 (Homo sapiens), P54829;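 active = inhibition at 20 µM, scaled per plate between control wells, above about 37%, limit read from the data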;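 note: 0% = DMSO with enzyme and substrate and 100% = substrate only without enzyme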
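Measure: Control-normalized % inhibition with plate pattern correction | Test system: STEP phosphatase, cell-free reaction | Medium: pH 6.0 Bis-Tris with DTT and Tween 20 | Technique: Fluorescence, 480/540 nm | Times: Reaction 20 min, ambient temperature | Doses: Single compound dose of 20 µM, 1% DMSO final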
DNMT1 block: human DNMT1 methyltransferase inhibitors, primary screen, biochemical, molecular beacon, fluorescence, HinP1I cleavage, uHTS; DNA (cytosine-5)-methyltransferase 1 (Homo sapiens), P26358; 0.83% of 360,000 active; AID 588458, 2011; inhibition (reported as % activation of signal), % at 10 µM; in the data active = inhibition above about 50%
SUMO1-SIM PPI: modulators of SUMO1 protein-protein interactions, primary screen, biochemical, uHTS. Small ubiquitin-related modifier 1 (Homo sapiens), P63165. SUMO1 binding to a labelled peptide, TR-FRET, 1 h. inhibition, % at 20 µM. 0.33% of 360,000 active. AID 602429, 2012; in the data active = inhibition above about 37%
Target sequence (P63165 whole entry, looked up): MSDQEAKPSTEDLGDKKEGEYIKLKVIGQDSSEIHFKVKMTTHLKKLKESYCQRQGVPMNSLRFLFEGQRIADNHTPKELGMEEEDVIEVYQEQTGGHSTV
Scp1 inh: Scp-1 phosphatase inhibitors, primary screen, biochemical, colorimetric, uHTS; Carboxy-terminal domain RNA polymerase II polypeptide A small phosphatase 1 (Homo …; Recombinant Scp1, phosphopeptide, malachite green phosphate absorbance; inhibition, % at 20 µM; 0.88% of 340,000 active; AID 493091, 2011;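 active = inhibition above about 50% at 20 µM, limit read from the data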;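 note: plate controls were DMSO wells with enzyme for no effect and wells lacking enzyme for full effect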
Target sequence (Q9GZU7 76-261 limits assumed): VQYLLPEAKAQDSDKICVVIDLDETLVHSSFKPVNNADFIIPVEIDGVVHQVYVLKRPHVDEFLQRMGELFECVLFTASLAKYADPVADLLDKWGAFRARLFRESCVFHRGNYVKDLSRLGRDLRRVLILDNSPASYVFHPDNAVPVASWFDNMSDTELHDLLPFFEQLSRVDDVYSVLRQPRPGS
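System: SCP-1 catalytic domain; Reagent: Phospho 17-mer peptide substrate; Doses: one concentration, 20 µM, with 1.0% DMSO; Incubation: 45 min room-temperature reaction, 5 min colour, 30 min stabiliser; Signal: Phosphate-binding colour reagent, absorbance read at 630 nm.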
Starred values were filed as active, the others as inactive; i = inactive.

Letter code: A = CSN deneddyl inh; B = NadD inh; C = Rpn11 inh; D = MLLE-PAM2 inh; E = TbMetRS inhib; F = LMPTP block; G = STEP block; H = DNMT1 block; I = SUMO1-SIM PPI; J = Scp1 inh
CC(=O)Nc1cccc(C(=O)OCc2ccc([N+](=O)[O-])cc2)c1
  A: 0.9	B: -4.9	C: i	D: 2.8	E: -0.8	F: -0.3	G: 1.1	H: -2.0	I: -17.7	J: -4.0
COc1cc2nc(Nc3ccc(C)c(Cl)c3)nc(N)c2cc1OC
  A: -1.5	B: 3.2	C: i	D: -6.0	E: 0.8	F: 2.4	G: 9.7	H: -4.9	I: -31.9	J: -9.1
O=[N+]([O-])c1ccc(NCCCNS(=O)(=O)c2ccccc2)cc1
  A: 0.3	B: 2.3	C: i	D: 11.5	E: 0.8	F: 1.1	G: 1.9	H: -8.3	I: -17.7	J: -11.3
O=C(O/N=C/c1ccc(Cl)cc1)C1CCCCC1
  A: 4.4	B: -1.7	C: i	D: -2.1	E: -1.2	F: 0.1	G: -1.2	H: 3.0	I: 1.0	J: -12.3
CN1C(=O)CSC1=S
  A: -1.8	B: -1.0	C: i	D: -7.6	E: -0.6	F: -0.8	G: -5.2	H: 3.0	I: -0.5	J: -8.8
COc1ccc(NC(=O)CCc2ccccc2)cc1S(=O)(=O)N1CCCCC1
  A: -0.1	B: -5.3	C: i	D: -8.7	E: -0.3	F: -0.9	G: -1.9	H: -0.9	I: 9.9	J: -3.9
Cc1cc(C)c(Cn2c3ccccc3c3cnn(CC(=O)NCc4ccccn4)c(=O)c32)c(C)c1
  A: 12.7	B: 0.5	C: i	D: -7.8	E: 0.3	F: 6.8	G: 1.3	H: 16.3	I: 24.6	J: 3.1
CC(C)CCSc1nc(N)c(C#N)cc1C#N
  A: -2.7	B: -2.6	C: i	D: -87.7	E: -0.2	F: 0.2	G: 17.3	H: 0.5	I: -11.3	J: 2.3
COc1ccc(NC(=S)N2CCCN(Cc3cc(C)ccc3C)C2)cc1
  A: -1.9	B: 1.7	C: i	D: -82.6	E: 0.1	F: -2.6	G: -2.5	H: -0.8	I: 0.5	J: -5.4
COc1ccccc1C(=O)NCCn1cc(SCC(=O)NCc2ccco2)c2ccccc21
  A: 0.9	B: -2.5	C: i	D: -0.1	E: 0.0	F: 0.3	G: 1.8	H: -12.0	I: 2.0	J: -4.4
O=C(NCCCN1CCCC1=O)c1ccc(OC(F)(F)F)cc1
  A: 0.1	B: -3.8	C: i	D: 7.5	E: -0.6	F: 0.5	G: 0.4	H: -0.6	I: 1.1	J: -2.0
O=C(Nc1ccncc1)C1CCN(S(=O)(=O)c2cccc(C(F)(F)F)c2)CC1
  A: 2.5	B: -1.2	C: i	D: 11.5	E: -0.1	F: -7.4	G: 1.4	H: -3.3	I: -70.8	J: -3.4
O=C(CCN1C(=O)/C(=C/c2ccccc2F)SC1=S)Nc1ccccn1
  A: -0.4	B: 1.2	C: i	D: 16.7	E: -0.4	F: 1.3	G: 0.9	H: -1.7	I: -21.0	J: -0.1
COCCCn1cnc2c(c1=O)c1nc3ccccc3nc1n2CCc1ccccc1
  A: 3.7	B: -5.0	C: i	D: -5.5	E: -0.2	F: 1.0	G: 1.9	H: 1.9	I: -19.8	J: 0.2
O=C(c1cc(COc2ccc(F)cc2Cl)on1)N1CCCC(OCc2cccnc2)C1 (centres undefined)
  A: -5.4	B: -3.1	C: i	D: -10.0	E: 0.9	F: -1.3	G: 3.7	H: 0.5	I: 4.7	J: -2.3

Arranged by value in Scp1 inh (high to low): some entries from above
| structure | Scp1 inh |
| --- | --- |
| O=C(CCN1C(=O)/C(=C/c2ccccc2F)SC1=S)Nc1ccccn1 | -0.1 |
| CC(=O)Nc1cccc(C(=O)OCc2ccc([N+](=O)[O-])cc2)c1 | -4.0 |
| COc1cc2nc(Nc3ccc(C)c(Cl)c3)nc(N)c2cc1OC | -9.1 |

(next part)
Letter code: A = CSN deneddyl inh; B = NadD inh; C = Rpn11 inh; D = MLLE-PAM2 inh; E = TbMetRS inhib; F = LMPTP block; G = STEP block; H = DNMT1 block; I = SUMO1-SIM PPI; J = Scp1 inh
COc1nc(C#N)nc(N(C)C)n1
  A: 4.6	B: 0.0	C: i	D: 1.7	E: -0.2	F: -1.1	G: -0.4	H: 9.7	I: 3.6	J: 9.7
Cc1onc(-c2ccccc2Cl)c1C(=O)Nc1ccccc1N1CCOCC1
  A: -0.9	B: 2.0	C: i	D: 9.6	E: -0.7	F: -0.9	G: 1.1	H: -2.4	I: 0.0	J: 0.8
c1ccc(CCCCN2CCN=C2Nc2ccccc2)cc1
  A: -1.7	B: -2.3	C: i	D: 3.7	E: -0.3	F: -0.8	G: -0.9	H: 6.0	I: 8.2	J: -5.8
Cc1nnc2sc(SCC(=O)Nc3ccc(Cl)cc3)nn2c1=O
  A: -2.0	B: -4.9	C: i	D: 9.9	E: 2.1	F: -0.5	G: 3.6	H: 2.2	I: 0.7	J: -3.9
COc1cc(/C=N/Nc2ccc(Cl)nn2)cc(OC)c1O
  A: -7.0	B: -0.7	C: i	D: 3.6	E: -0.1	F: -0.8	G: 0.2	H: 2.9	I: -16.0	J: -4.0
CCOC(=O)C(=O)N(Nc1ccccc1C)c1ccccc1C
  A: -0.1	B: -1.9	C: i	D: 12.3	E: -0.6	F: -0.3	G: -1.9	H: -8.5	I: 0.4	J: -6.6
CC(C)CCNC(=O)COc1ccc(C(=O)c2ccccc2)cc1
  A: 4.5	B: 0.2	C: i	D: -20.6	E: -0.3	F: -0.2	G: 3.1	H: -0.3	I: 2.9	J: -5.9
O=C(C[n+]1ccc(/C=C/c2ccccc2)cc1)c1ccc2c(c1)OCCO2
  A: 9.7	B: -3.7	C: i	D: -6.5	E: -0.6	F: 43.2	G: -2.0	H: -1.4	I: -61.1	J: 8.2
CSc1ccccc1NC(=O)c1ccc(C)o1
  A: -1.5	B: -0.7	C: i	D: 12.0	E: -0.8	F: 0.8	G: -0.7	H: 1.6	I: -0.6	J: -4.1

Four entries picked at random from those above:
Letter code: A = CSN deneddyl inh; B = NadD inh; C = Rpn11 inh; D = MLLE-PAM2 inh; E = TbMetRS inhib; F = LMPTP block; G = STEP block; H = DNMT1 block; I = SUMO1-SIM PPI; J = Scp1 inh
O=C(Nc1ccncc1)C1CCN(S(=O)(=O)c2cccc(C(F)(F)F)c2)CC1
  A: 2.5	B: -1.2	C: i	D: 11.5	E: -0.1	F: -7.4	G: 1.4	H: -3.3	I: -70.8	J: -3.4
COc1cc(/C=N/Nc2ccc(Cl)nn2)cc(OC)c1O
  A: -7.0	B: -0.7	C: i	D: 3.6	E: -0.1	F: -0.8	G: 0.2	H: 2.9	I: -16.0	J: -4.0
COCCCn1cnc2c(c1=O)c1nc3ccccc3nc1n2CCc1ccccc1
  A: 3.7	B: -5.0	C: i	D: -5.5	E: -0.2	F: 1.0	G: 1.9	H: 1.9	I: -19.8	J: 0.2
COc1cc2nc(Nc3ccc(C)c(Cl)c3)nc(N)c2cc1OC
  A: -1.5	B: 3.2	C: i	D: -6.0	E: 0.8	F: 2.4	G: 9.7	H: -4.9	I: -31.9	J: -9.1

Not a hit list. About 3.6% of those tested had a hit in this group.
